# D3 antag: D3 dopamine receptor (human) antagonism; P35462; hit rate 2.5% among 360,000; D3R cells, DiscoveRx beta-arrestin luminescence, antagonist mode; active compounds read low; max response, negative = inhibition, %; in the data active means max response below about -50%; inconclusive means no clear call, values can overlap the other calls; further: on the % scale 0 is the no-effect control and ±100 the full control effect; mostly tested at two doses, the higher about 12 µM
# Target sequence (P35462 whole entry, looked up): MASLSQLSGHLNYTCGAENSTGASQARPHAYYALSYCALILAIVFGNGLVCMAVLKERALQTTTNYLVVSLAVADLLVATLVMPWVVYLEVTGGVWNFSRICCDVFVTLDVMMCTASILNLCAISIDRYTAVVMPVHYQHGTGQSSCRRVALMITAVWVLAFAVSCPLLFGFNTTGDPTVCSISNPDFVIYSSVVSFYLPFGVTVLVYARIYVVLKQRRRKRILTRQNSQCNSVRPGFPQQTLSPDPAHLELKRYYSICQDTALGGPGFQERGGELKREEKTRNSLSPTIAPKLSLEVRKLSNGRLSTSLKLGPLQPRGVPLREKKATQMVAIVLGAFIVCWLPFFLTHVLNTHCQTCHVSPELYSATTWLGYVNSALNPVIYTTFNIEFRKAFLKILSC
#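 Cells expressing the human receptor were seeded at 1500 cells/well, incubated overnight at 37 degrees C in 5% CO2, then exposed to library compounds with dopamine controls for 90 minutes at 37 degrees C before luminescent detection.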
# Akt phos inh: Akt phosphorylation inhibition | Neuro2A IGF-stimulated pAkt S473 HTRF, 20 min; active compounds read low | activity change, % for hits at 50 µM | hit rate 0.32% among 360,000 | AID 651550; in the data active means activity change below about -80%; inconclusive means mostly about -51% to -80%; further: on the % scale 0 is the no-effect control and ±100 the full control effect
#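 Neuro2A cells in DMEM with 0.5% FBS, overnight at 37 deg C, given compound at single 50 µM final, then IGF (6 nM final) for 20 min at 37 deg C. Lysed; phospho-Akt Ser473 by HTRF after 24 h, 665/615 ratio.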
# EPAC2 ag: EPAC2 (human) agonism; Q8WZA2; EPAC2 activation, biochemical qHTS; response scale: 100% = 6.5 mM cAMP response; Potency, µM (doses to about 154 µM), for the others: top-dose activation, actives largely listed as activators; hit rate 0.079% among 360,000; further: potency means the concentration at half of the fitted maximal effect; nearly all actives have a fitted effect of over 50% in size
#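 In this primary screen, activation is scored as increased exchange of BODIPY-GDP from Rap1B by 100 nM EPAC2, with 50 uM GDP as competitor. Signal is normalized to the 6.5 mM cAMP agonist control.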
# MmCpn inh: blocks the Methanococcus maripaludis chaperonin Mm-Cpn; purified Mm-Cpn ATPase, ADP Transcreener TR-FRET; Potency, µM (highest dose often 76.9 µM), for inactives: at the highest dose activity, negative = inhibition, actives largely listed as inhibitors; hit rate 0.031% among 330,000; AID 504842; further: potency means the concentration at half of the fitted maximal effect; on the % scale 0 is the no-effect control and ±100 the full control effect; nearly all actives have a fitted effect of over 80% in size
#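 ATPase turnover read by TR-FRET ADP competition (Eu cryptate antibody/ADP-d2, 665/590 nm): 10uM ATP final, 25nM Mm-CPN final, 30 min 37degC after 10-min compound preincubation, pH 7.4 Tris/KCl/MgCl2/DTT buffer.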
# EPAC2 antag: antagonists of human EPAC2; Q8WZA2; EPAC2 GEF exchange of Rap1B-BODIPY-GDP, fluorescence; Potency, µM (top dose mostly 114 µM), inactives show top-dose activity, negative = inhibition, hits mostly inhibitors; hit rate 0.18% among 360,000; AID 720708; further: potency means the concentration at half of the fitted maximal effect; on the % scale 0 is the no-effect control and ±100 the full control effect; nearly all actives have a fitted effect of over 45% in size; many of its hits are not listed in these tables
# PTHR1 agonist: agonists of human PTHR1 parathyroid hormone receptor | Q03431 | hit rate 0.075% among 410,000 | AID 743266 | HEK293 GP2 PTHR1 cells, GloSensor cAMP luminescence, 1 h | Potency, µM (highest dose often 115 µM), inactives show top-dose activation, hits mostly activators; further: potency means the concentration at half of the fitted maximal effect; nearly all actives have a fitted effect of over 55% in size; some results filed as inactive show a strong effect at the top dose; inactives centre near -15; many of its hits are not listed in these tables
# Target sequence (Q03431 whole entry, looked up): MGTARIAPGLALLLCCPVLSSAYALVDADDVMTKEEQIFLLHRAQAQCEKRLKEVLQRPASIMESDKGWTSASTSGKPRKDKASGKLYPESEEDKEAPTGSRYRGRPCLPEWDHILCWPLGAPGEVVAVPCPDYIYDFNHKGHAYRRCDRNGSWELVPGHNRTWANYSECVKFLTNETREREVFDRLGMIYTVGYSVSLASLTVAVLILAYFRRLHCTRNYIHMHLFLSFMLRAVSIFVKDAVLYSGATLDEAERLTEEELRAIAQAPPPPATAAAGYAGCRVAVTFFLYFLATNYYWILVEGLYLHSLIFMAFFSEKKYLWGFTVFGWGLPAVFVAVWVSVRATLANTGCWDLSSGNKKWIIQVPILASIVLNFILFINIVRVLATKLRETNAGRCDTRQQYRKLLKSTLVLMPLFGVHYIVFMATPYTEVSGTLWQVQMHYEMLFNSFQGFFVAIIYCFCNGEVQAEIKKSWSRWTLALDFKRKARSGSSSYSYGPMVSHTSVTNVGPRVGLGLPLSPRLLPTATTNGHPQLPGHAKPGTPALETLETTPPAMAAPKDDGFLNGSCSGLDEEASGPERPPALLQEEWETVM
#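 HEK-293-derived GP2 cells expressing PTHR1 and a GloSensor cAMP reporter, 3,000/well, plated overnight, given luciferin plus IBMX (each 0.5 mM as added) for 1 h at 37 °C, then compound for 1 h at 37 °C. Luminescence was read after 15 min at room temperature.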
# D3 ag: agonists of human D3 dopamine receptor. P35462. D3R DiscoveRx beta-arrestin cells, luminescence, 90 min. max activation, %. hit rate 0.58% among 410,000; in the data active means max activation above about 30%; further: 0% is about no effect; mostly tested at two doses, the higher about 12 µM
#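 Cells at 1500/well, incubated overnight, then treated with pinned compounds (dopamine as control) for 90 min at 37 degrees C. DiscoveRx reagent added for 30 - 60 minutes at room temperature; luminescence read.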
# CCT chaperon mod: modulators of cytosolic chaperonin (CCT/TRiC) activity; purified chaperonin ATPase assay, HTRF ADP detection, 30 min; activity change, % (test concentration not listed), hits read low; hit rate 0.3% among 360,000; AID 651819; in the data active means activity change below about -30%; further: on the % scale 0 is the no-effect control and ±100 the full control effect
#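 TRiC (40 or 20 nM final, by batch activity) in 30 mM Tris pH 7.4, 100 mM KCl, 5 mM MgCl2, 1 mM DTT was treated with compound at 76 uM single dose, then 10 uM ATP, 30 min at 37 °C. ADP was read by HTRF Transcreener.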
# * hit, by the source's call; i = inactive; ? = inconclusive; · = not tested or not shown; [ ] = another dose, or the depositor's remark. Unless noted, the call rests on the fitted dose curve; in most records, active means well fitted curve in the direction sought with a large enough effect; inconclusive means small, poorly fitted or top-dose-only effect, or another doubt; inactive means no such curve, though single readings can be large; an effect the other way counts as inactive or inconclusive.
SMILES,D3 antag,Akt phos inh,EPAC2 ag,MmCpn inh,EPAC2 antag,PTHR1 agonist,D3 ag,CCT chaperon mod
CCCc1ccc(OCc2ccc(C(=O)NN)o2)c(OC)c1,-2,i,0%,-2%,-5%,i,8,-0.2
CCOC(=O)Cn1cc(Cl)cc(C(=O)Nc2ccccc2)c1=O,2,i,7%,1%,6%,-1%,-6,0.3
Cc1ccc(Nc2nc(NCC3CCCO3)nc(N)c2[N+](=O)[O-])cc1C (centres undefined),28,i,-8%,0%,17%,-7%,-8,0.9
CC(=O)c1c(C)[nH]c(C(=O)Nc2cccc(S(=O)(=O)N3CCOCC3)c2)c1C,13,i,4%,-1%,-10%,i,-2,1.2
Cn1c(N)c(N=O)c(=O)n(C)c1=O,-10,i,8%,0%,-14%,i,2,-1.9
C/C(=N\NC(=O)c1cccc(C)c1)c1ccc(N2CCOCC2)cc1,-5,i,-11%,0%,-1%,i,2,2.2
Cc1ccc(N/C(N)=N/c2nc(C)cc(C)n2)cc1,2,i,-1%,-3%,8%,i,3,-3.7
Cc1[nH]c(C)c(S(=O)(=O)Nc2ccc(F)cc2Cl)c1C(=O)N1CCCC1,2,i,-2%,-1%,3%,-33%[inhibitor],2,1.8
Cc1cccc(OCC(=O)NCc2nc(-c3ccccc3)no2)c1,-4,i,12%,0%,3%,i,-7,4.0
CN(C)CCN1CCN(C2CN(C3CCCC3)S(=O)(=O)C2)CC1 (centres undefined),13,i,-1%,·,12%,-16%,0,-5.0
COC(=O)C(C)Sc1ncnc2c1nnn2-c1ccc(F)cc1 (centres undefined),?,i,-1%,0%,2%,-21%[57.5 µM],-12,-7.0
CC(C)C(NC(=O)C12CC3CC(CC(C3)C1)C2)C(=O)O (centres undefined),-11,i,-1%,1%,-1%,i,4,-3.6
COc1ccccc1-c1nnc(NC(=O)CCS(=O)(=O)c2ccc(F)cc2)o1,0,i,6%,·,5%,i,1,1.5
Cc1ccc(C(=O)Oc2ccc([N+](=O)[O-])cc2)cc1S(=O)(=O)N1CCCCCC1,6,i,8%,0%,-1%,-28%,3,-0.2
CC1CN(C(=S)NC(=O)c2cccc([N+](=O)[O-])c2)CC(C)O1 (centres undefined),86,i,13%,0%,9%,i,0,-2.5
CCCC(=O)Nc1nnc(CC(=O)OCC)s1,13,i,3%,0%,-5%,i,3,-0.4
C=CCN(C(=O)CCC(=O)Nc1cc(C)on1)C(C(=O)NC(C)(C)CC)c1cccc(OC)c1OC (centres undefined),-13,i,8%,1%,-2%,-17%,-3,-1.7
O=C(Cn1cnc2c(NCc3ccccc3)ncnc21)NCCN1CCOCC1,-5,i,6%,3%,16%,21%,-26,0.2
COc1ccc(C(=O)NCCc2cc3c(OC)ccc(OC)c3[nH]c2=O)cc1OC,-7,i,4%,1%,-8%,-12%,18,-3.3
CCOC(=O)c1ccc(NC(=O)CS(=O)(=O)c2cn(CC)c3ccccc23)cc1,14,i,4%,1%,?,?,-11,0.7
Cc1ccc(N(CCC#N)C(=O)CSc2ccc3c(c2)OCCO3)cc1,-19,i,-18%,-1%,0%[57.1 µM],-3%[57.5 µM],-9,-2.1
COC(=O)c1ccc(CNC(=O)COC(=O)/C=C/c2cccc(OC)c2)cc1,-20,i,-4%,·,-6%,i,3,1.1
CCCOc1ccc(C(=O)O)cc1,9,i,-1%,1%,4%,i,-3,1.6
CC(C)NC(=O)C1CC(=O)N(CCc2ccc(F)cc2)C1 (centres undefined),-13,i,0%,·,2%,-21%,-3,-1.7
COc1cccc(-c2oc3c(c2C#CC2(N)CCCCC2)C(O)CCC3)c1 (centres undefined),2,i,1%,·,5%,-14%,2,1.1
# Remaining list, next part
SMILES,D3 antag,Akt phos inh,EPAC2 ag,MmCpn inh,EPAC2 antag,PTHR1 agonist,D3 ag,CCT chaperon mod
Cc1cccc(C)c1NC1=C(Cl)C(=O)OC1OC(=O)c1ccccc1 (centres undefined),0,i,4%,1%,0%,-18%,-3,-1.4
CSc1nsc(SCC(=O)Nc2ccc(C(C)=O)cc2)n1,-26,i,6%,0%,8%,i,-5,2.9
Cn1c(=O)oc2cc(S(=O)(=O)N3CCN(C(=O)c4ccco4)CC3)ccc21,-7,i,1%,·,9%,i,0,-0.9
O=C(c1cccc2ccccc12)C1CCCN(C(=O)C2CCOCC2)C1 (centres undefined),3,i,7%,-3%,5%,7%,-7,0.0
O=C(Cc1ccc(Cl)cc1)NNC(=O)Nc1cccc2ccccc12,19,i,9%,-1%,8%,-23%,-3,-5.1
Oc1ccc(Br)cc1C=Nc1ccc2c3c(cccc13)CC2,-54*,i,5%,-9%,-4%,-3%,-6,0.0
CNC(=O)NC1CCCCc2sccc21 (centres undefined),?,i,8%,-3%,11%,-19%,-4,-1.4
Cc1ccc(C)c(N2CCN(C(=O)c3ccc(Cn4c(=O)[nH]c5ccccc5c4=O)cc3)CC2)c1,15,i,10%,1%,-2%,-20%,-1,-1.6
CCCCCCN1C[C@@H](n2cc(COC(=O)c3ccccc3)nn2)[C@H](O)C[C@@H]1c1ccc(Cl)cc1,7,i,-10%,·,-20%,-31%[inhibitor],6,-2.1
CCOC(=O)CN1CC23C=CC(O2)C(C(=O)NCc2ccc(C)cc2)C3C1=O (centres undefined),6,i,-1%,1%,-6%,-17%,2,0.0
CCn1c(=O)c(C(=O)Nc2ccc(C)cc2)c(O)c2ccccc21,6,i,4%,1%,6%,i,-4,1.3
O=[N+]([O-])c1cc(S(=O)(=O)NCCCN2CCOCC2)ccc1Cl,-10,i,1%,1%,-11%,i,-6,0.0
O=C(CSc1ccccc1C(=O)O)c1ccc([N+](=O)[O-])cc1,-4,i,-5%,-4%,-5%[57.1 µM],i,-6,1.3
CCN(CC)c1ccc(/C=N/N2CCN(Cc3ccccc3Cl)CC2)c(O)c1,22,i,1%,0%,-2%,i,-15,0.2
O=C(CNC(=O)c1ccc(Br)o1)NC1CCCCCC1,2,i,-7%,-1%,-2%,i,-12,1.2
N#C/C(=C\c1cn(-c2ccccc2)nc1-c1ccccc1)S(=O)(=O)c1ccccc1,5,i,3%,0%,2%,i,14,0.4
COc1cc(F)ccc1CN1CCC(C(=O)Nc2ccc(Oc3ccccc3)nc2)CC1,-11,i,-4%,0%,0%,i,-13,0.4
COc1ccccc1NC(=O)c1cnc(SC)nc1,9,i,9%,2%,-10%,i,-1,0.5
CCCNC(=O)C(Cc1ccc(F)cc1)NC(=O)c1ccccc1 (centres undefined),-29,i,-4%,-1%,11%,-6%,-3,-1.2
COC(=O)c1ccc(-n2c(C)cc(C(=O)COC(=O)C3=COCCO3)c2C)cc1,1,i,-5%,-1%,0%,-28%,7,-1.1
COC(=O)CC/C(C)=N\Nc1ccc([N+](=O)[O-])cc1[N+](=O)[O-],29,i,0%,0%,-4%,i,26,0.3
O=C(CSCC(=O)NCc1ccco1)NCc1ccco1,-12,i,9%,2%,-2%,-21%[57.5 µM],1,-1.4
CCOc1ccc(CCNC(=O)c2c(C)noc2C)cc1OCC,-6,i,-3%,2%,-5%,i,-5,-1.1
CCOC(=O)c1cnc2ccc(F)cc2c1Nc1ccc2c(c1)OCCO2,21,i,4%,5%,-12%,-20%,9,-0.4
CCCn1c(SC/C(O)=C(\C#N)c2nc3ccccc3[nH]2)n[nH]c1=O,-15,i,3%,-7%,-3%,i,-13,-2.1
# Later entries
SMILES,D3 antag,Akt phos inh,EPAC2 ag,MmCpn inh,EPAC2 antag,PTHR1 agonist,D3 ag,CCT chaperon mod
COc1ccccc1NC(=O)CCn1c(=O)sc2ccccc21,6,i,2%,-2%,-3%,15%[57.5 µM],-4,-3.0
CC(C)Cn1c(=O)c(C(=O)NCc2ccc3c(c2)OCO3)c(O)c2ccccc21,41,i,8%,-1%,4%,-9%,12,-2.0
CSCCC(NS(=O)(=O)c1ccccc1F)C(=O)OCc1ccccc1Cl (centres undefined),?,i,21%,1%,-14%,0%,0,1.6
COC(=O)c1ccccc1S(=O)(=O)NNC(=O)C12CC3CC(CC(C3)C1)C2,-8,i,-3%,0%,3%,16%,-1,2.8
CCC(C)(C(=O)NC1CCCC1)N(Cc1cccs1)C(=O)c1ccccn1 (centres undefined),-14,i,-10%,-1%,16%,i,-4,0.1
COc1ccc(C(C(=O)OCCN(C)C)c2ccccc2)cc1 (centres undefined),-13,i,-4%,0%,3%,i,-10,-0.9
Cc1noc(C)c1CSc1nnc(-c2ccncc2)n1-c1ccc(Cl)c(Cl)c1,0,i,-1%,1%,4%,i,-6,2.1
COc1ccc(C(=O)NC2CCCCCC2)cc1OC1CCN(C(C)=O)CC1,12,i,8%,-3%,8%,-45%[inhibitor],9,-1.0
CCOC(=O)Cc1csc(NC(=O)/C=C/c2ccc(Br)o2)n1,-17,i,4%,-3%,9%,i,4,-1.7
COc1ccc(N2C(=O)c3ccccc3NC2c2cccnc2)cc1 (centres undefined),-7,i,17%,2%,2%,i,-4,-6.5
NC(=O)CSc1nnc(-c2cnccn2)n1-c1ccccc1,0,i,10%,1%,15%,i,6,-0.2
COc1ccc([C@H]2CC(=O)C=C(/C=C/c3ccccc3)C2)cc1OC,-17,i,13%,1%,-11%,-18%,-7,-2.7
CCOCc1[nH]c(=S)[nH]c(=O)c1Cc1ccc(OCC)cc1,-7,i,3%,-2%,12%,-19%,-13,0.9
Cc1c(OCC(=O)N[C@H](C(=O)O)c2ccccc2)ccc2c3c(c(=O)oc12)CCCC3,5,i,4%,-1%,-2%,-29%,13,1.4
CC1=NN(c2nc(-c3ccccc3)cs2)C(=O)C1N=Nc1ccccc1 (centres undefined),24,i,4%,0%,-2%,-22%,13,-0.7

# Reformatted bar-delimited: four of the compounds above.
SMILES | D3 antag | Akt phos inh | EPAC2 ag | MmCpn inh | EPAC2 antag | PTHR1 agonist | D3 ag | CCT chaperon mod
CC(C)Cn1c(=O)c(C(=O)NCc2ccc3c(c2)OCO3)c(O)c2ccccc21 | 41 | i | 8% | -1% | 4% | -9% | 12 | -2.0
CCC(C)(C(=O)NC1CCCC1)N(Cc1cccs1)C(=O)c1ccccn1 (centres undefined) | -14 | i | -10% | -1% | 16% | i | -4 | 0.1
CSCCC(NS(=O)(=O)c1ccccc1F)C(=O)OCc1ccccc1Cl (centres undefined) | ? | i | 21% | 1% | -14% | 0% | 0 | 1.6
CCOC(=O)Cc1csc(NC(=O)/C=C/c2ccc(Br)o2)n1 | -17 | i | 4% | -3% | 9% | i | 4 | -1.7

# An excerpt; rates above refer to the full screens.
